OX1R antag-1: blocks the human orexin 1 receptor; O43613; CHO/OX1R cells, Fluo-8 calcium fluorescence, orexin A; inhibition, % at 5 µM; 330,000 tested, 0.43% active; AID 434989;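 active means inhibition above its plate's threshold, mean inhibition of all tested compounds on the plate plus 3 SD, cut at about 37% in these data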;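 further: 0% = orexin A challenge wells and 100% = SB-334867-A antagonist wells; not every result past the cut was called active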
Target sequence (O43613 whole entry, looked up): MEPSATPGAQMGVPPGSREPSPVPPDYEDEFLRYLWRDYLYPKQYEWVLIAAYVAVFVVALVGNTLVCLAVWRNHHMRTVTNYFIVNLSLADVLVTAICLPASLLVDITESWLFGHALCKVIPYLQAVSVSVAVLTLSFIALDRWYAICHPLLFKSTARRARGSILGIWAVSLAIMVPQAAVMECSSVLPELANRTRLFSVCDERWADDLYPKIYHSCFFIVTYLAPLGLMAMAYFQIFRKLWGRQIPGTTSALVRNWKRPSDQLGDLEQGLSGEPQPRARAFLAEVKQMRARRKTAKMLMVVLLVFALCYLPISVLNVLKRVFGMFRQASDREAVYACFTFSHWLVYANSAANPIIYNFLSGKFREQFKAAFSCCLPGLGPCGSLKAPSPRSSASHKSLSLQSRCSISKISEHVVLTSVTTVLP
STK33 kinase inh: blocks human STK33 kinase activity; 320,000 tested, 0.073% active; Q9BYT3; inhibition, % at 10 µM; purified STK33, MBP phosphorylation, ADP-Glo luminescence;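 active means inhibition at or above 25%, using the most active replicate where run in duplicate; inactive means inhibition below 25%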
Target sequence (Q9BYT3 whole entry, looked up): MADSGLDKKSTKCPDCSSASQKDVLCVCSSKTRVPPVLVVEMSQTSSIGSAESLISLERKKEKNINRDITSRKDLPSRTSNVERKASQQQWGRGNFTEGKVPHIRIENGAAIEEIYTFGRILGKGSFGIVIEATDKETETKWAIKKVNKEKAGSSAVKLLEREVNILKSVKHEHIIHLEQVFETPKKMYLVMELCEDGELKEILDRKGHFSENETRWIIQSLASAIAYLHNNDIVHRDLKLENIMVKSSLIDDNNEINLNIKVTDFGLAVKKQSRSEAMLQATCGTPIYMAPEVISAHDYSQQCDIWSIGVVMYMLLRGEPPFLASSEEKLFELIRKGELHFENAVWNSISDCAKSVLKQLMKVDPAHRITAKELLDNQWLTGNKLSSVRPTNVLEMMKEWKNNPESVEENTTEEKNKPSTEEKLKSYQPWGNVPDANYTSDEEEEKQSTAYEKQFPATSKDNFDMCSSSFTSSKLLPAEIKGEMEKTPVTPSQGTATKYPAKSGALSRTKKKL
OX1R antag-2: OX1R (human) antagonism | AID 485270 | OX1R-expressing cells, FRET antagonist read-out | O43613 | inhibition, % at 6.6 µM | 330,000 tested, 1.8% active; in the data active means inhibition mostly above about 38%, no sharp cut-off; inactive means mostly below about 40%;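 further: 0% = agonist challenge alone and 100% = reference antagonist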
Numbers without * were called inactive.

Cc1nn(C(C)C(=O)N2CCN(c3ccccn3)CC2)c(=O)c2cc3occc3n12 (stereo not drawn) was read as OX1R antag-1 -29, STK33 kinase inh -1.2 and OX1R antag-2 22.
For C/C(=N/NC(=O)C1CC1(c1ccccc1)c1ccccc1)c1cccs1 (stereo not drawn) the results were OX1R antag-1 -16, STK33 kinase inh -0.3 and OX1R antag-2 14.
Screening CCOC(=S)SCC(=O)N1CCc2ccccc2C1C1C(=O)CCCC1=O (stereo not drawn) returned OX1R antag-1 4, STK33 kinase inh -1.6 and OX1R antag-2 2.
`CN(C)/C=N/c1c(C#N)cnn1-c1nc2ccccc2s1` gave OX1R antag-1 -17, STK33 kinase inh -3.1 and OX1R antag-2 0.
`Cc1ccc2c(c1)C=CC(C)N2C(=O)c1ccccc1` (stereo not drawn) gave OX1R antag-1 1, STK33 kinase inh -0.8 and OX1R antag-2 23.
For COc1cccc(/C=C/C(=O)c2cccc([N+](=O)[O-])c2)c1 the results were OX1R antag-1 -16, STK33 kinase inh -0.4 and OX1R antag-2 2.
COC(=O)c1ccc(C(NC(=O)OCc2ccccc2)/C(C)=C/[C@@H](C)C(=O)NCc2ccc(-c3ccccc3)cc2)cc1 (stereo partly drawn) was read as OX1R antag-1 -19, STK33 kinase inh -1.2 and OX1R antag-2 1.
`COc1cccc(OCc2cc(/C=N/NC(=O)c3ccn[nH]3)ccc2OC)c1` gave OX1R antag-1 -25, STK33 kinase inh -0.4 and OX1R antag-2 21.
`O=C(Nc1cccnc1)C1CCCN(S(=O)(=O)c2cccc3nsnc23)C1` (stereo not drawn) gave OX1R antag-1 -19, STK33 kinase inh -0.6 and OX1R antag-2 58*.
`CC(C)(C)CC(C)(C)NC(=S)Nc1ccc(S(=O)(=O)N2CCOCC2)cc1` gave OX1R antag-1 -8, STK33 kinase inh -0.4 and OX1R antag-2 17.
`Cc1ccc(S(=O)(=O)N2CCOCC2)cc1NC(=O)COC(=O)C1COc2ccccc2O1` (stereo not drawn) gave OX1R antag-1 4, STK33 kinase inh -0.4 and OX1R antag-2 26.
Screening CSc1ccc(Cl)c(C(=O)NCCOc2cc(C(C)C)ccc2C)c1 returned OX1R antag-1 -22, STK33 kinase inh -0.4 and OX1R antag-2 20.
`Cc1cc(=O)[nH]c(SCCOc2cccc(C(F)(F)F)c2)n1` gave OX1R antag-1 -13, STK33 kinase inh 0.2 and OX1R antag-2 33.
`CC(=O)O[C@H]1CC[C@@]2(C)C(=CC[C@H]3[C@@H]4CC[C@H](C5(C)OCCO5)[C@@]4(C)CC[C@@H]32)C1` gave OX1R antag-1 1, STK33 kinase inh 0.9 and OX1R antag-2 22.
`COc1ccc2nc(C)cc(Nc3ccc(N4CCOCC4)cc3)c2c1` gave OX1R antag-1 -7, STK33 kinase inh -0.8 and OX1R antag-2 25.
Screening CCS(=O)(=O)Nc1ccc(C(=O)NCCSc2ccccc2)cc1 returned OX1R antag-1 -1, STK33 kinase inh 0.2 and OX1R antag-2 0.
Screening Cc1ccccc1OCC(O)CN1CCN(CC(O)COc2ccccc2C)C(C)C1 (stereo not drawn) returned OX1R antag-1 -44, STK33 kinase inh -2.5 and OX1R antag-2 -5.
`CC(=O)N1c2ccc(S(=O)(=O)NCCC(=O)Nc3ccc(C)c(Cl)c3)cc2CC1C` (stereo not drawn) gave OX1R antag-1 -6, STK33 kinase inh -3.0 and OX1R antag-2 18.
For CSCCC(NS(=O)(=O)c1ccccc1F)C(=O)NCc1ccncc1 (stereo not drawn) the results were OX1R antag-1 -23, STK33 kinase inh -2.1 and OX1R antag-2 21.
Screening O=C1CC(/C=C/c2ccc(Cl)cc2)=Nc2ccccc2N1 returned OX1R antag-1 -24, STK33 kinase inh -0.1 and OX1R antag-2 10.
For Cc1ccc(OCCN2CCN(C(=O)CCC(=O)Nc3nnc(C)s3)CC2)cc1 the results were OX1R antag-1 -7, STK33 kinase inh -0.3 and OX1R antag-2 14.
`O=C(c1ccc2c(c1)OCO2)N1CCN(c2ccc(F)cc2)CC1` gave OX1R antag-1 -20, STK33 kinase inh 0.7 and OX1R antag-2 9.
For O=[N+]([O-])c1nn(-c2ccc(Cl)cc2)n(O)c1=NCc1cccnc1 the results were OX1R antag-1 3, STK33 kinase inh -1.3 and OX1R antag-2 47.
Oc1ccc(Br)cc1Cn1nnc2ccccc21 was read as OX1R antag-1 -16, STK33 kinase inh -0.4 and OX1R antag-2 13.

Of the compounds above, two contain a nitro group on carbon:
For COc1cccc(/C=C/C(=O)c2cccc([N+](=O)[O-])c2)c1 the results were OX1R antag-1 -16, STK33 kinase inh -0.4 and OX1R antag-2 2.
For O=[N+]([O-])c1nn(-c2ccc(Cl)cc2)n(O)c1=NCc1cccnc1 the results were OX1R antag-1 3, STK33 kinase inh -1.3 and OX1R antag-2 47.

(further entries)
COc1ccc(-n2nnnc2CNC(=O)c2ccc3c(c2)OCO3)cc1 was read as OX1R antag-1 -20, STK33 kinase inh -1.7 and OX1R antag-2 -1.
Cc1cccc(NC(=O)Nc2cc(C)on2)c1 was read as OX1R antag-1 -6, STK33 kinase inh 0.9 and OX1R antag-2 13.
For CN(C)S(=O)(=O)c1cccc(CSc2cccc[n+]2[O-])c1 the results were OX1R antag-1 -11, STK33 kinase inh -1.0 and OX1R antag-2 17.
For CCOc1ccc(COC(=O)C2CC(=O)N(CCc3ccccc3)C2)cc1OC (stereo not drawn) the results were OX1R antag-1 -5, STK33 kinase inh -1.7 and OX1R antag-2 9.
Screening CCOC(=O)C1CCCN(C(=O)C2CCC(CNS(=O)(=O)c3ccc(NC(C)=O)cc3)CC2)C1 (stereo not drawn) returned OX1R antag-1 -8, STK33 kinase inh 2.8 and OX1R antag-2 -10.
For N#CC1C(C#N)N2CCCN2C1c1ccc(Br)cc1 (stereo not drawn) the results were OX1R antag-1 -12, STK33 kinase inh 0.9 and OX1R antag-2 6.
`S=C(Nc1ccccc1Cl)N1CCC(c2ccccc2)C1` (stereo not drawn) gave OX1R antag-1 -28, STK33 kinase inh -0.4 and OX1R antag-2 29.
CCOC(=O)CC1C(=O)NCCN1c1nc2c(C)cccn2c(=O)c1/C=C1\SC(=S)N(C(C)CC)C1=O (stereo not drawn) was read as OX1R antag-1 79*, STK33 kinase inh -0.6 and OX1R antag-2 8.
Screening COC(=O)c1scc(S(=O)(=O)C(C)C)c1N/N=C(\C#N)C(=O)c1ccc(Cl)cc1 returned OX1R antag-1 -8, STK33 kinase inh -2.2 and OX1R antag-2 34.
Screening Nc1ncc(S(=O)(=O)c2ccc(Cl)cc2)c(N)n1 returned OX1R antag-1 -9, STK33 kinase inh -0.4 and OX1R antag-2 6.
Screening O=C(c1noc2c1CCCC2)N1CCC(CO)(Cc2ccccc2Cl)CC1 returned OX1R antag-1 -11, STK33 kinase inh -2.2 and OX1R antag-2 18.
O=C(O)COc1cccc(/C=C2/SC(=S)N(Cc3ccccc3)C2=O)c1 was read as OX1R antag-1 -22, STK33 kinase inh -0.8 and OX1R antag-2 17.
For O=C(CCC(=O)Nc1ccc(F)cc1)N/N=C/c1ccc(O)cc1O the results were OX1R antag-1 -15, STK33 kinase inh 2.2 and OX1R antag-2 13.
`CC1(C)Cc2ccccc2-c2n[nH]c(=S)n21` gave OX1R antag-1 -3, STK33 kinase inh -2.1 and OX1R antag-2 8.
For O=S(=O)(c1ccccc1)C1(S(=O)(=O)c2ccccc2)CCCC1 the results were OX1R antag-1 -16, STK33 kinase inh 1.4 and OX1R antag-2 12.
For CCCCn1c(SCC(=O)Nc2nnc(CC)s2)nc2ccccc2c1=O the results were OX1R antag-1 -14, STK33 kinase inh 0.2 and OX1R antag-2 6.
CCOC(=O)c1c(C)[nH]c(C(=O)OCC(=O)Nc2ccc(Cl)cn2)c1C was read as OX1R antag-1 -11, STK33 kinase inh -0.7 and OX1R antag-2 0.
For CCOC(=O)C(C)On1c(-c2ccccc2)nc2ccc([N+](=O)[O-])cc21 (stereo not drawn) the results were OX1R antag-1 -22, STK33 kinase inh 7.9 and OX1R antag-2 19.
Screening O=C(COC(=O)CCCN1C(=O)c2cccc3cccc(c23)C1=O)Nc1cccc(Br)c1 returned OX1R antag-1 -9, STK33 kinase inh -0.8 and OX1R antag-2 50.
COc1ccc(CN2CCOCC2)c(C)c1C was read as OX1R antag-1 -18, STK33 kinase inh 0.2 and OX1R antag-2 12.
For O=C(CN1C(=O)NC2(CCCC2)C1=O)N1CCN(c2ccccc2Cl)CC1 the results were OX1R antag-1 -6, STK33 kinase inh 0.6 and OX1R antag-2 14.
Screening CC(C)Cc1nnc(NC(=O)CCC(=O)NC2CCCc3ccccc32)s1 (stereo not drawn) returned OX1R antag-1 -15, STK33 kinase inh -2.7 and OX1R antag-2 1.
For CC1=NN(C(=O)Cn2ccc([N+](=O)[O-])n2)C(O)(C(F)(F)F)C1 (stereo not drawn) the results were OX1R antag-1 -6, STK33 kinase inh -0.6 and OX1R antag-2 5.
For COc1ccc(N2CCN(C(CNC(=O)C(C)(C)C)c3ccco3)CC2)cc1 (stereo not drawn) the results were OX1R antag-1 -27, STK33 kinase inh -1.4 and OX1R antag-2 17.
`O=C(OCCN1C(=O)c2ccccc2C1=O)c1ccco1` gave OX1R antag-1 -11, STK33 kinase inh -2.2 and OX1R antag-2 6.
Screening Cc1cc([N+](=O)[O-])cc(C)c1OCC(=O)N/N=C/c1ccc(OC(=O)c2ccccc2)cc1 returned OX1R antag-1 2, STK33 kinase inh -0.5 and OX1R antag-2 11.
`NC(=S)C(c1ccccc1)c1ncc(C(F)(F)F)cc1Cl` (stereo not drawn) gave OX1R antag-1 -28, STK33 kinase inh -2.8 and OX1R antag-2 0.
For CCC(C)NC(=O)c1cn(CC)c2cc(N3CCN(C(=O)c4ccco4)CC3)c(F)cc2c1=O (stereo not drawn) the results were OX1R antag-1 -22, STK33 kinase inh -0.3 and OX1R antag-2 -1.
`Cc1nc2ccccc2n1CC(=O)OCC(=O)NC1CC1` gave OX1R antag-1 -11, STK33 kinase inh 1.2 and OX1R antag-2 16.
Screening CCCN1CCN(C(=O)c2ccc(CS(=O)c3ccc(F)cc3)o2)CC1 (stereo not drawn) returned OX1R antag-1 -23, STK33 kinase inh -0.7 and OX1R antag-2 16.
Screening CC(=O)N1c2ccccc2N(Cc2ccc([N+](=O)[O-])cc2)C(=O)C1(C)C returned OX1R antag-1 -20, STK33 kinase inh -0.8 and OX1R antag-2 16.
Nc1nccnc1C(=O)OCC(=O)Nc1ccc2[nH]c(=O)[nH]c2c1 was read as OX1R antag-1 -4, STK33 kinase inh -0.5 and OX1R antag-2 24.
`CC1C(=O)Nc2ccc(S(=O)(=O)NCCc3ccc(Cl)cc3)cc2NC1=O` (stereo not drawn) gave OX1R antag-1 -29, STK33 kinase inh -1.4 and OX1R antag-2 18.
CN1CCC(=NNC(=O)c2cn(-c3ccccc3)nc2-c2ccccc2)CC1 was read as OX1R antag-1 -37, STK33 kinase inh -1.0 and OX1R antag-2 14.
Screening CC(C)C(NC(=O)c1ccc(C(C)(C)C)cc1)C(=O)N1CCC(C(N)=O)CC1 (stereo not drawn) returned OX1R antag-1 -8, STK33 kinase inh 0.2 and OX1R antag-2 8.
For COC(=O)c1ccc(C(=O)Nc2cc(Cl)ccc2Cl)cc1NC(=O)c1ccccc1C the results were OX1R antag-1 2, STK33 kinase inh -2.2 and OX1R antag-2 0.

An excerpt from above in order of count of non-hydrogen atoms, low to high:
`O=C(OCCN1C(=O)c2ccccc2C1=O)c1ccco1` gave OX1R antag-1 -11, STK33 kinase inh -2.2 and OX1R antag-2 6.
Screening CCCN1CCN(C(=O)c2ccc(CS(=O)c3ccc(F)cc3)o2)CC1 (stereo not drawn) returned OX1R antag-1 -23, STK33 kinase inh -0.7 and OX1R antag-2 16.
`CC1C(=O)Nc2ccc(S(=O)(=O)NCCc3ccc(Cl)cc3)cc2NC1=O` (stereo not drawn) gave OX1R antag-1 -29, STK33 kinase inh -1.4 and OX1R antag-2 18.
Screening CC(C)C(NC(=O)c1ccc(C(C)(C)C)cc1)C(=O)N1CCC(C(N)=O)CC1 (stereo not drawn) returned OX1R antag-1 -8, STK33 kinase inh 0.2 and OX1R antag-2 8.
For CCC(C)NC(=O)c1cn(CC)c2cc(N3CCN(C(=O)c4ccco4)CC3)c(F)cc2c1=O (stereo not drawn) the results were OX1R antag-1 -22, STK33 kinase inh -0.3 and OX1R antag-2 -1.

Next section.
Screening Cn1cc(CN2CCCC(C(=O)Nc3cccc(-n4cccn4)c3)C2)cn1 (stereo not drawn) returned OX1R antag-1 -20, STK33 kinase inh -1.3 and OX1R antag-2 2.
N#Cc1cc(C(=O)c2cc(Cl)ccc2O)cn(CC2CCCO2)c1=O (stereo not drawn) was read as OX1R antag-1 0, STK33 kinase inh -0.8 and OX1R antag-2 19.
`O=C(CN1C(=O)NC(c2ccccc2)(c2ccccc2)C1=O)NC1CCS(=O)(=O)C1` (stereo not drawn) gave OX1R antag-1 5, STK33 kinase inh -1.0 and OX1R antag-2 4.
CCN(CC)C(=O)C(Oc1ccc(S(=O)(=O)N2CCCC2)cc1[N+](=O)[O-])c1ccccc1 (stereo not drawn) was read as OX1R antag-1 6, STK33 kinase inh -0.5 and OX1R antag-2 63*.
`Cc1ccc2nc(NC(=O)CCNS(=O)(=O)c3ccc(Br)s3)sc2c1` gave OX1R antag-1 -10, STK33 kinase inh -1.7 and OX1R antag-2 19.
Screening COc1ccc(NC(=O)c2[nH]c(C)c(C(C)=O)c2C)cc1S(=O)(=O)Nc1ccc(Br)cc1 returned OX1R antag-1 -24, STK33 kinase inh -1.3 and OX1R antag-2 9.
COc1ccc(NC(=O)[C@@H]2CCCN2S(=O)(=O)c2ccccc2F)cc1S(=O)(=O)N1CCCCC1 was read as OX1R antag-1 23, STK33 kinase inh -0.9 and OX1R antag-2 32.
COc1ccc(-c2cn[nH]c2-c2ccc(OCc3ccccc3F)cc2O)cc1OC was read as OX1R antag-1 -1, STK33 kinase inh 0.3 and OX1R antag-2 28.
CCc1cc(CC)c(/C=N/NC(N)=O)c(CC)c1 was read as OX1R antag-1 -24 and OX1R antag-2 4.

From PubChem BioAssay
